Bioassay records from PubChem.
Dynein cargo inh: inhibitors of GR-EGFP nuclear translocation, primary screen, dynein cargo transport inhibitor project, imaging, high-content, 3617.4 mouse cells; test concentration mostly 20 µM; stimulated with dexamethasone, 1 µM; stronger effect = lower value; z-score, hits read low; hit rate 0.47% among 220,000; AID 1381, 2008;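 active means plate z-score of nuclear minus cytoplasmic receptor signal below a set negative limit, without overly bright fluorescence or cell loss, cut at about -3.5 in these data, passing the limit was not always enough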;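 further: z-score of nuclear minus cytoplasmic ring GR-EGFP intensity difference per well; some compounds called inactive have numbers as strong as hits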
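Buffer or medium: tet-free, stripped-serum medium; Also added: dexamethasone, 1.0 µM final; Technique: high-content fluorescence imaging after fixation; Times: 48 h induction, 1 h compound, 30 min dex at 37 °C; Read-out: per-cell GR-EGFP intensity, nucleus versus surrounding cytoplasmic ring, well-averaged.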
PhoP inhibition: inhibitors of PhoP regulon expression, primary screen, Salmonella Typhimurium, GFP reporter (AID 1863); inhibition, % at 50 µM; hits with a dose series show IC50 in µM; hit rate 0.16% among 300,000; S. Typhimurium PhoP-regulated promoter GFP reporter, 4 h; higher % means a stronger effect;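 active means inhibition over 29.93%, a cutoff 3 SD above the screen mean, later confirmed by dose response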;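 further: 0% = low Mg2+ inducing control and 100% = high Mg2+ repressing control; strong numbers were not always called active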
b-catenin transl: modulators of beta-catenin nuclear translocation, primary screen, imaging, HeLa cells, immunofluorescence, high-content; nuclear translocation activity, % at 5 µM; hit rate 0.3% among 190,000;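 active means nuclear translocation activity above 50% at 5 µM, with a well cell count of 50 or more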;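 further: per-cell ratio of nuclear to cytoplasmic median beta-catenin stain intensity; plate controls were DMSO negative control for no effect and GSK-3 inhibitor IX positive control for full effect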
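System: Human HeLa cells, endogenous beta-catenin | Compound dosing: 5 µM primary, 0.02–20 µM confirmation | Timing: 24 h compound exposure at 37°C, 5% CO2 | Measured by: Fluorescence imaging of beta-catenin antibody stain plus DAPI | Read-out basis: % activation of per-cell nuclear versus cytoplasmic median beta-catenin signal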
Lipid droplet: inhibitors of hepatocyte lipid droplet formation, primary screen, imaging, high-throughput imaging, BODIPY stain; AML12 mouse hepatocytes, oleate lipid droplets; inhibition, % at 6.5 µM; hit rate 0.4% among 240,000;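 active means lipid droplet intensity inhibited by at least 50%, with more than 500 cells counted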
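System: AML12 hepatocytes (mouse). Probe or stimulus: oleic acid at 100 µM to induce lipid droplet formation. Times: overnight treatment with compound plus oleate. Detection: Image-based BODIPY and DAPI two-channel analysis. Evaluation: percent inhibition of filter-corrected integrated lipid droplet intensity per well.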
Insulin prom up: insulin promoter activators in MIN6 cells, imaging, high-content screening, mouse beta cells. MIN6 insulin promoter-GFP reporter; stronger effect = higher value. z-score at 5 µM. hit rate 0.3% among 190,000;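 active means z-score above 3 at 5 µM with at least 500 cells counted in the well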
Autophagy mod: autophagy modulators in MEF cells, primary screen, imaging, high-content, MEF GFP-LC3 | MEF GFP-LC3 puncta imaging; test concentration mostly 10 µM | hit rate 0.98% among 190,000 | calls only at 10 µM (by protocol);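 active means percentage of spot-positive cells more than 3 SD above its plate mean, without a fluorescence outlier flag or 80% toxicity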;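 further: spot-positive cell cutoff set from DMSO-treated cells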
ER stress rescue: rescue of cells from ER stress-induced death, primary screen, 384-well, CSM14.1, thapsigargin, ATP luminescence (AID 1222); CSM14.1 thapsigargin-induced death rescue, ATP luminescence; higher % means a stronger effect; one-dose cellular ATP content (survival), % at 20 µM; EC50 in µM for titrated hits; 190,000 tested, under 10 active;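 active means EC50 below 50 µM in the dose-response confirmation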;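 further: death triggered by thapsigargin at about 15 µM added after 2 h compound pretreatment; cell ATP read after overnight thapsigargin exposure of roughly 18 to 22 hours; normalized against plate controls of thapsigargin alone and 5% DMSO vehicle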
T cell HTS: modulators of CD8 T cell-vesicle binding, primary screen, mouse 2C CD8+ T cells, flow cytometry; AID 2052, 2009; 2C CD8+ T cell-vesicle binding; stronger effect = lower value; hit rate 0.068% among 330,000; calls only at 7 µM;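 active means response, share of CD8 T cells binding vesicles, and their 90th percentile fluorescence all below set limits, cut at about 80% in these data, passing the limit was not always enough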
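Assay system: 2C TCR transgenic mouse naive CD8+ T cells, MACS-purified | Read-out: CD8+ gate FL2 mean fluorescence as % of same-row positive control | Signal: High-throughput flow cytometry with anti-B7-1 and anti-CD8 staining | Timing: Binding step 1.5 h, 37 °C, antibody labelling 20 min, ice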
MT stabilizer: microtubule stabilizers in HeLa cells, primary screen, imaging, high-content imaging; hit rate 0.83% among 200,000; AID 2205, 2009; HeLa tubulin immunostaining HCS, 24 h; share of cells brighter than vehicle mean+2SD; % tubulin-high responders, % at 10 µM;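 active means plate Z-score above 3 for both tubulin-high and condensed-nucleus cell shares, with cell loss under 80%, at 10 µM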;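 further: anti alpha tubulin signal scored within the nucleus-defined area of each cell; some results filed as inactive read as strong as hits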
Dynein cargo inh cytoplasmic EGFP: further read-out of Dynein cargo inh, marked with its call; z-score; measured here: cytoplasmic GR-EGFP intensity; stronger effect = higher value
Dynein cargo inh nuclear GR-EGFP: also measured in Dynein cargo inh; calls as there; z-score; measured here: nuclear GR-EGFP intensity;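 lower value marks the stronger effect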
Dynein cargo inh cell count: recorded beside Dynein cargo inh, whose call it bears; z-score; measured here: cell count per field
Insulin prom up cell count: also measured in Insulin prom up; calls as there; cell count; measured here: cytotoxicity, nuclei count;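 total cells summed across four imaged fields per well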
Lipid droplet cells 6.5 µM: second read-out of Lipid droplet, no call of its own (marks repeat the call); cell count; measured here: cell count, cytotoxicity flag;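 cells counted across two imaged fields per well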
b-catenin transl cell count 5 µM: second read-out of b-catenin transl, no call of its own (marks repeat the call); cell count; measured here: cell count, cytotoxicity flag
T cell HTS vesicle-bound %: further read-out of T cell HTS, marked with its call; double positive events, %; measured here: CD8+ vesicle-bound cell fraction;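 binding gate set so that unloaded-vesicle control wells show 10% double positive cells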
MT stabilizer Hoechst-high %: recorded beside MT stabilizer, whose call it bears; % Hoechst-high responders; measured here: nuclear condensation Hoechst responders;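 share of cells brighter than vehicle mean plus two SD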
MT stabilizer cytotoxicity %: also measured in MT stabilizer; calls as there; toxicity, %; measured here: cytotoxicity by cell density;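 0% = mean cell density of plate MIN control wells and 100% = no cells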
Autophagy mod cell loss 18 h: second read-out of Autophagy mod, no call of its own (marks repeat the call); toxicity, %; measured here: cell loss, nuclei count;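 cell loss after 18 h compound exposure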
Numbers without * were called inactive; i = inactive; . = no result given.

SMILES	Dynein cargo inh	Dynein cargo inh cytoplasmic EGFP	Dynein cargo inh nuclear GR-EGFP	Dynein cargo inh cell count	PhoP inhibition	b-catenin transl	b-catenin transl cell count 5 µM	Lipid droplet	Lipid droplet cells 6.5 µM	Insulin prom up	Insulin prom up cell count	Autophagy mod	Autophagy mod cell loss 18 h	ER stress rescue	T cell HTS	T cell HTS vesicle-bound %	MT stabilizer	MT stabilizer Hoechst-high %	MT stabilizer cytotoxicity %
Cc1ccc(CSc2nnc(-c3ccncc3)o2)c(C)c1	-0.67	0.46	-0.38	0.51	0%	0.0	1075	4	735	-0.11	1275	i	3	-0.5%	i	33	2.8	3.7	6.1
Cc1sc2nc(CN3CCOCC3)nc(N3CCC(C(N)=O)CC3)c2c1C	0.2	-0.22	0.16	-0.15	.	.	.	.	.	.	.	i	13	.	i	34	5.6	3.6	12
Cc1cc(NC(=O)CSc2nnc(C(C)N(C)C)n2-c2ccc(F)cc2)no1 (stereo unspecified)	0.46	0.28	0.25	-0.49	-4%	-3.0	1117	4	685	-0.24	1404	i	2	-0.9%	i	52	4.3	1.0	9.6
O=C1/C(=C/c2cccc(Br)c2)SC(=S)N1/N=C/c1cc([N+](=O)[O-])ccc1O	-0.4	-0.21	-0.12	0.69	-5%	-0.1	1287	-8	633	-0.6	929	.	.	.	i	34	.	.	.
O=C(O)CN1CCNCC1	-0.79	-0.25	-0.13	0.14	3%	-2.3	880	.	.	0.23	1119	i	3	1.1%	.	.	5.3	1.5	8.4
COCCCNC(=S)N/N=C/c1ccc2ccccc2c1	-0.2	-0.24	-0.083	-0.62	-10%	-0.7	1113	22	732	-0.1	1410	.	.	.	i	30	.	.	.
Cc1cc(C)c(NC(=O)CS)c(Cl)c1	-0.92	-0.28	0.042	0.94	-1%	-0.2	989	0	675	-0.76	1450	i	-2	0.6%	i	16	6.8	2.6	4.3
CCC(C)C(NC(=O)[C@@H](NC(=O)c1ccccc1F)C(C)C)C(=O)OC (stereo partly specified)	-0.58	-0.3	0.03	0.72	-5%	.	.	5	800	.	.	i	1	-0.7%	i	36	2.7	2.1	8.1
COc1ccc(C(C#N)Nc2ccccc2)cc1 (stereo unspecified)	-1.8	-0.12	-0.67	1	-17%	.	.	15	798	1.3	910	i	-3	-0.6%	i	36	1.8	1.4	4.2
CN(CC(=O)NC1CC1)S(=O)(=O)c1ccc(F)cc1	1.4	0.2	0.62	-2.2	1%	1.3	1543	11	760	0.14	1348	i	0	-0.5%	i	52	2.1	2.3	6.9
C=CCN1C(=O)C(Cc2ccc(OC)cc2)S/C1=N/N=C/c1ccco1 (stereo unspecified)	0.29	-0.15	-0.17	0.28	3%	-0.5	1048	-1	696	0.1	1919	i	12	-1.7%	i	26	3.5	1.8	5.4
O=C(CCC(=O)c1cccs1)NCc1ccccc1	-0.89	-0.055	-0.53	0.85	13%	-3.5	566	6	684	.	.	i	20	-2.2%	i	23	4.5	2.5	7.0
O=C(COC(=O)c1cccnc1Cl)Nc1ncc(Cl)cc1Cl	0.24	-0.23	0.35	0.1	-14%	-1.8	1141	2	685	1.2	1288	i	-1	-1.9%	i	36	4.3	3.5	5.3
CCCCNC(=O)c1onc(CSc2ccc(F)cc2)c1C(=O)NCCCC	2.4	-0.6	1.4	-1.1	0%	0.4	1054	.	.	0.34	789	.	.	.	i	37	.	.	.
CCN(Cc1cc2ccccc2[nH]c1=O)C(=O)c1cccnc1	0.082	-0.44	0.38	0.66	-10%	0.1	892	.	.	0.53	1208	i	20	0.4%	i	26	3.1	1.8	1.7
O=C(NNC(=S)NC(=O)c1sc2ccccc2c1Cl)c1ccc(Cl)cc1	0.26	-0.18	0.012	-0.36	-7%	5.1	964	-11	569	0.22	1398	i	0	-1.9%	i	12	1.5	4.0	6.9
COc1cccc(-n2c(=O)[nH]cc(C(=O)Nc3ccc(NC(C)=O)cc3)c2=O)c1	-0.56	-0.26	-0.17	0.17	11%	1.2	1070	2	708	-0.17	1697	i	5	1.6%	i	46	4.6	1.7	2.2
O=C(/C=C/c1ccc(-c2ccccc2[N+](=O)[O-])o1)c1ccc(Br)cc1	-0.7	0.19	-0.49	-0.47	-7%	0.9	1018	6	629	0.07	1802	i	-20	-1.1%	i	22	2.3	1.1	5.7
Cc1cc2c3c(c1C)C1(C(=O)N3C(C)(C)CC2C)C(C#N)=C(N)OC2=C1C(=O)CC(C)(C)C2 (stereo unspecified)	-0.33	-0.24	-0.87	1.2	-3%	0.9	1462	.	.	2.5	1196	i	-6	-3.4%	i	36	3.7	2.2	4.3
O=C(Nc1nc2c(s1)COc1ccccc1-2)c1cccs1	-0.14	-0.092	0.16	-0.25	3%	1.3	1023	.	.	-0.55	1049	i	-9	1.8%	i	34	2.4	3.4	8.8
O=C(OCC#CCSc1nc2ccccc2s1)c1ccco1	0.37	-0.024	0.25	1	13%	0.6	1054	-21	587	.	.	i	25	-0.5%	i	13	4.8	2.6	4.9
COc1ccc(C(C(=O)Nc2ccc(C(C)C)cc2)N(C)C(=O)CNC(C)=O)cc1 (stereo unspecified)	-1.1	0.012	-0.5	0.26	-11%	.	.	-3	744	1.4	689	i	-2	-0.4%	i	32	0.6	1.2	8.5
Cc1c(NC2(C#N)CCCC2)c(=O)n(-c2ccccc2)n1C	-1.8	-0.29	-0.91	0.75	-6%	0.8	1054	0	711	0.76	1095	i	-8	-0.6%	i	28	3.4	2.8	3.2
O=C(O)C(Cc1c[nH]c2ccccc12)NS(=O)(=O)c1ccccc1 (stereo unspecified)	-0.78	0.052	-0.31	-0.12	-4%	-2.5	974	-4	621	0.35	1350	i	2	8.8%	i	57	1.1	3.8	5.6
CCN(CC)Cc1cc(NC2=NS(=O)(=O)c3ccccc32)ccc1OC(=O)C(C)C	-0.23	-0.28	0.067	0.61	4%	.	.	-1	798	-0.14	924	i	1	-0.7%	i	17	1.3	1.0	6.4
(next part)
SMILES	Dynein cargo inh	Dynein cargo inh cytoplasmic EGFP	Dynein cargo inh nuclear GR-EGFP	Dynein cargo inh cell count	PhoP inhibition	b-catenin transl	b-catenin transl cell count 5 µM	Lipid droplet	Lipid droplet cells 6.5 µM	Insulin prom up	Insulin prom up cell count	Autophagy mod	Autophagy mod cell loss 18 h	ER stress rescue	T cell HTS	T cell HTS vesicle-bound %	MT stabilizer	MT stabilizer Hoechst-high %	MT stabilizer cytotoxicity %
O=C(O)c1c(C(=O)N2N=C3/C(=C/c4ccccc4)CCCC3C2c2ccccc2)cccc1[N+](=O)[O-] (stereo unspecified)	0.17	-0.32	-0.42	0.03	-5%	-3.3	1116	9	674	.	.	i	-6	-1.3%	i	52	3.1	2.9	3.1
Cc1nn(-c2ccccc2)c2[nH]c(=O)c(CNCCN3CCOCC3)cc12	-0.77	-0.17	-0.47	0.71	5%	-3.7	1240	4	782	-0.33	1284	i	-6	2.0%	i	20	2.1	2.2	6.4
C=CCNC(=O)/C(C#N)=C/c1ccccc1OCc1ccc(C(=O)OC)cc1	0.32	-0.26	0.007	0.29	-5%	43	704	0	597	-0.18	1445	i	0	-2.4%	i	63	7.4	4.5	22
O=C1C2CC=CCC2C(=O)N1n1cnnc1 (stereo unspecified)	-0.91	-0.28	-0.43	-0.37	1%	-4.8	1085	5	612	0.03	1612	i	3	-0.9%	i	53	3.7	1.7	4.1
CC(=O)NC(CCS(C)(=O)=O)C(=O)Nc1cc(C)ccc1C (stereo unspecified)	0.51	-0.22	0.44	0.23	-6%	2.5	935	-27	648	-0.4	1562	i	-4	-1.7%	i	28	3.0	2.1	11
Cc1cccn2c1nc(=S)n2C(=O)c1ccco1	-0.46	-0.1	0.3	0.76	1%	-6.0	580	22	768	0.34	1339	i	8	-3.4%	i	42	4.8	2.4	6.5
O=C(NNC(=O)c1cnccc1C(F)(F)F)c1cccc(Cl)c1	1.2	-0.23	0.41	-0.69	2%	2.6	966	9	736	0.55	1370	.	.	.	i	37	.	.	.
CCCCNS(=O)(=O)c1ccc2nc(-c3cccs3)cc(C(=O)NCC(OC)OC)c2c1	-0.02	-0.19	0.61	0.68	6%	-0.2	609	.	.	-0.03	1287	i	-15	-3.6%	i	55	3.8	1.8	11
C=CCC(C#Cc1ccccc1)[N+](C)(C)CC=C (stereo unspecified)	-1.2	0.3	-0.33	0.73	10%	0.2	1177	-10	769	-3.7	772	i	-4	1.6%	i	32	2.3	1.6	2.6
